# Compound activity as filed in PubChem.
# OX1R antag-1 = OX1R (HCRTR1) antagonists, primary screen, fluorescence, CHO/OX1R cells, Fluo-8 calcium, orexin A; AID 434989, 2010; inhibition, % at 5 µM; 330,000 tested, 0.43% active; Fluo-8 calcium fluorescence;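 active means inhibition above its plate's threshold, mean inhibition of all tested compounds on the plate plus 3 SD, cut at about 37% in these data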;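 further: 0% = orexin A challenge wells and 100% = SB-334867-A antagonist wells; not every result past the cut was called active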
# Target sequence (O43613 whole entry, looked up): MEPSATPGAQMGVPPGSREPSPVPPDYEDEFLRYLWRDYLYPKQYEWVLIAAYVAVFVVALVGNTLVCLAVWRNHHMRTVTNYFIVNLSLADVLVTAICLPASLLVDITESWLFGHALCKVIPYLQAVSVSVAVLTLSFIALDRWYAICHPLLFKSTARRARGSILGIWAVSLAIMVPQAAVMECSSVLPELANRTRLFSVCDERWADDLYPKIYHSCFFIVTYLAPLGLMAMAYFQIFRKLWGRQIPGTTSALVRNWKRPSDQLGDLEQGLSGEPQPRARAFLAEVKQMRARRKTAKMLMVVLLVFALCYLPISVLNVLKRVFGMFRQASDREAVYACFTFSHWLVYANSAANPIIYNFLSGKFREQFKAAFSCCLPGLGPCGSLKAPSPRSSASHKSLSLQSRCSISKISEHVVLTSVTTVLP
# OX1R antag-2 = antagonists of human orexin 1 receptor (OX1R); Orexin/Hypocretin receptor type 1 (Homo sapiens), O43613; OX1R-expressing cells, FRET antagonist read-out; inhibition, % at 6.6 µM; 330,000 tested, 1.8% active; AID 485270, 2010; in the data active means inhibition mostly above about 38%, no sharp cut-off; inactive means mostly below about 40%;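 further: 0% = agonist challenge alone and 100% = reference antagonist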
# Starred values were filed as active, the others as inactive.
SMILES,OX1R antag-1,OX1R antag-2
CC(=O)Oc1ccc(C(=O)NCc2ccc3c(c2)OCO3)cc1,6,-5
COC(=O)C1=C(C)N(C)C(C)=C(C(=O)OC)C1c1ccccc1C,-17,21
Cc1ccc(S(=O)(=O)CC(O)COc2ccccc2C#N)cc1 (configuration not stated),-28,7
CC(=O)Nc1cccc(C(=O)NC(C)c2ccc(-n3ccnc3)cc2)c1 (configuration not stated),-16,21
CC(C)C(NS(=O)(=O)c1ccc2c(c1)OCCO2)C(=O)NCCc1ccccn1 (configuration not stated),-15,8
CC1(C)CC(=O)C=C(Nc2ccc3c(c2)CCC3)C1,-29,13
CC(=O)c1c(C)nc(-c2ccc(OCC(=O)Nc3ccc(F)cc3)cc2)n1O,-26,7
CCn1c(C(C)NS(=O)(=O)c2ccc(Cl)cc2)n[nH]c1=S (configuration not stated),-8,-10
O=C(Nc1ccccc1C(=O)NCC1CCCO1)c1ccc(Cl)cc1 (configuration not stated),-17,22
COC(=O)c1ccccc1NC(=S)NC(=O)c1ccccc1,-22,10
COc1cc(C2NC(=O)CCC2[N+](=O)[O-])c(OC)cc1Br (configuration not stated),1,-9
CN(C)/C=N/c1c(C#N)cnn1C,-10,8
O=C(COc1ccc(OCc2ccccc2)cc1)NC1CCOC1=O (configuration not stated),-2,28
Nn1c(SCC(=O)Nc2ccc3c(c2)OCO3)nnc1-c1ccc(Cl)cc1,-12,8
COc1ccc2oc(C(=O)NC3(C)CCS(=O)(=O)C3)c(C)c2c1 (configuration not stated),-11,3
CSCCC(NC(N)=O)C(=O)Nc1ccc(C)cc1 (configuration not stated),-15,9
C=CCNc1nc(N)c(C(=O)Nc2cc(C)on2)s1,-1,18
COc1ccc2c(CC(=O)NNC(=O)c3ccc(C)cc3)coc2c1,-21,7
CC(C)c1ccc(NC(=S)Nc2ccc(OC(F)(F)F)cc2)cc1,-7,1
Cc1ccc([N+](=O)[O-])cc1S(=O)(=O)N1CCCCC1C(=O)O (configuration not stated),-15,27
O=C(O)CSCC(=O)Nc1ccc(C(=O)O)cc1,-12,16
OCc1nc2ccccc2n1/N=C/c1cccs1,-6,-2
Cc1cc(-c2ccc(C)c(S(=O)(=O)Nc3cccc(CN4CCCC4)c3)c2)on1,-1,4
N#C/C(=C(/O)COC(=O)c1ccc(C#N)cc1)c1nc2ccccc2s1,-23,42
CC(C)(C)C(=O)NC(=S)N1CCOCC1,-5,1
CCOc1ccc(/C=N/NC(=O)c2ccccc2NC(=O)c2ccc(OC)cc2)cc1,-35,19
NS(=O)(=O)c1ccc(NC(=O)Nc2ccc(Cl)cc2)cc1,0,5
O=C(O/N=C(/c1ccccc1)c1ccncc1)c1ccc(F)cc1,-13,1
O=C(NNC(=O)c1cc(Cl)nc2ccccc12)c1ccccc1F,-13,17
Cc1cc(=O)[nH]c2nnc(SCC(=O)N3CC(C)OC(C)C3)n12 (configuration not stated),-4,2
O=C(Cc1ccccc1)Nc1ccc(C(=O)NCc2ccccc2)cc1,1,16
CC1=C(C(=O)Nc2ccccn2)C(c2ccccc2)n2ncnc2N1 (configuration not stated),-17,9
O=C(NC1CCCCCC1)c1nc2ncccn2n1,-15,7
Cc1cc(C(=O)CSc2ncccn2)c(C)n1Cc1ccco1,-20,19
CCC1=C(OC(=O)N(CC)CC)N2C(=O)OC(=NCc3ccccc3)[C@]2(C)[C@H]2C1=CC[C@H]1C(=O)N(c3ccccc3)C(=O)[C@H]12,-47,22
Cc1ccc(S(=O)(=O)N2CCCCC2)cc1NC(=O)c1ccccn1,-31,10
COCCNC(=O)C1CCN(S(=O)(=O)c2ccccc2)CC1,1,1
CCN(CC)c1ccc(-c2c(C#N)c(N)nc(OC)c2C#N)cc1,5,17
COC(=O)c1c(-c2ccc(F)cc2)csc1NC(=O)c1ccco1,-51,3
COc1ccc(C2C(C(=O)O)c3ccccc3C(=O)N2Cc2ccco2)cc1 (configuration not stated),-3,17
COc1ccc(Cc2noc(CN3CCCN(Cc4ccc(F)cc4)CC3)n2)cc1OC,-22,6
Cc1c(CC(=O)N2CCC(C(=O)O)CC2)c(=O)oc2cc3c(cc12)CCC1(CCCCC1)O3,-13,6
CCCCC(=O)Nc1ccc2c(c1)nc(CCN1CCN(c3ccccn3)CC1)n2C,-23,11
CCC(=O)c1ccc(OCC(O)Cn2nnc3ccccc32)cc1 (configuration not stated),-27,5
O=C1CCCCCCCCCC/C(=N\O)CCCO1,-11,10
Cc1c(NC(=O)c2ccc(COc3ccc4ccccc4c3)o2)c(=O)n(-c2ccccc2)n1C,-22,31
CCOC(=O)C1=C(O)/C(=C\c2ccc(OC)c(OC)c2)N=C1C,-9,15
CC(=O)N1CCC2(CC1)CC(=O)c1cc(OCC(=O)NCc3ccc(C)cc3)ccc1O2,-10,-2
Cc1nn(C)c(C(=O)NN)c1Cl,-7,20
NC(=O)Cc1ncc(C(F)(F)F)cc1Cl,-10,5
CCC[C@H](CN[C@@H](CNC)[C@H](C)CC)NCCc1cc(C(F)(F)F)cc(C(F)(F)F)c1,-17,12
C#CCOCCOCCOCCNc1nc(N2CCN(C(=O)[C@H]([C@@H](C)CC)n3cc([C@@H](N)Cc4ccc(O)cc4)nn3)CC2)nc(N2CCN(C(=O)[C@H](CCCCN)n3cc([C@@H](N)CO)nn3)CC2)n1,-15,14
Cc1cc(OC(F)F)ccc1NC(=O)Nc1ccc([N+](=O)[O-])cc1,32,24
CC(C)N1C(=O)N(c2cccc(Cl)c2)C(C)(O)CC1(C)C (configuration not stated),-9,-5
CN(CC(=O)Nc1ccccc1Cl)C(=O)CSC(=S)N1CCCC1,-20,7
CCOC(=O)CN(C(=O)CSc1nnc(-c2ccncc2)n1CCCOC)c1ccccc1,-3,10
CCN(CC)C(=O)CSc1nc2c(sc(=S)n2-c2ccccc2)c(=O)n1Cc1ccco1,-39,21
O=C(NCc1ccccc1F)Nc1ccc([N+](=O)[O-])cc1,2,12
Cc1cccc(NNC(N)=S)c1,5,16
O=C(CN1C(=O)NC(c2ccccc2)(c2ccccc2)C1=O)Nc1ccc2[nH]c(=O)[nH]c2c1,-5,9
# (continued)
SMILES,OX1R antag-1,OX1R antag-2
N#CC1(NC(=O)CSc2nnc(-c3ccccc3F)n2N)CCCCC1,-13,21
O=C(Cn1ccc2ccccc2c1=O)NCCC(=O)Nc1ccc2c(c1)OCCO2,14,8
CN1CCc2c(sc(/N=C/c3cc(C(C)(C)C)ccc3O)c2C#N)C1,-8,8
Cc1ccc(NC(=O)NC(=O)CSc2nnnn2C)c(C)c1,-13,5
O=C1c2ccccc2C(=O)N1Cc1cc(-c2ccccc2Cl)no1,-2,9
CN(C)/N=C/C=C1\CC/C(=C\c2ccc(F)c(F)c2)C1=O,3,20
C[C@@H](C(=O)OCC(=O)c1ccc(F)c(F)c1)N1C(=O)C2CCCCC2C1=O (some centres not stated),-9,1
CC(C)(C)OC(=O)CN1c2cccc3cccc(c23)S1(=O)=O,-19,8
Cc1ccc(NC(=O)COC(=O)c2ccc(S(=O)(=O)N3CCCCC3)cc2)cc1,7,3
COc1cc2c(cc1OC)C(c1ccc(Br)cc1)NCC2 (configuration not stated),-29,6
CC(Sc1nc2ccccc2c(=O)n1C)C(=O)Nc1ccc2c(c1)OCCO2 (configuration not stated),-3,2
Cc1c(-c2nc(-c3ccncc3)no2)cccc1[N+](=O)[O-],-24,4
CCCCn1c(=N)n(CC(=O)O)c2ccccc21,7,9
CCCSC1=C(C#N)C(c2ccc(OC)cc2)C2=C(CC(C)(C)CC2=O)N1 (configuration not stated),-14,21
CCN(CC)S(=O)(=O)c1cccc(C(=O)OCC(=O)NC(C)c2ccccc2)c1 (configuration not stated),-15,22
O=C(COc1cccc(C(F)(F)F)c1)Nc1cccnc1,-10,20
COc1ccc(N(CC(=O)NC2CCCCC2)C(=O)CNC(=O)c2ccco2)c(OC)c1,-40,20
NC(=O)C[n+]1ccc(/C=N/O)cc1,-7,28
Cc1ccc(CNC(=O)C2CCC(=O)N2Cc2ccccc2Cl)cc1 (configuration not stated),-31,14
O=C(COC(=O)c1ccc(O)cc1)Nc1cc(S(=O)(=O)N2CCOCC2)ccc1Cl,-9,4
COc1ccc(S(=O)(=O)Nc2ccc(S(=O)(=O)N3CCCCC3)cc2)cc1OC,-2,6
COc1ccc(C(=O)N2CCN(c3cccc(Cl)c3)CC2)c(OC)c1,-34,14
C/C(=N\NC(=O)C1CC1)c1ccc(N2CCOCC2)cc1,0,16
COc1ccc(NC(=O)Cc2c(F)c(F)c(F)c(F)c2F)cc1OC,-21,8
COc1ccc(CCNC(=O)CCCCC(=O)NCCc2ccc(OC)cc2)cc1,-1,7
COc1ccc(CN(CC(=O)NC2CCCC2)C(=O)CN2C(=O)COc3ccccc32)cc1,-27,5
O=C(NC1=NCCS1)c1ccccc1F,-22,8
O=C(CN1C(=O)C2C3C=CC(C3)C2C1=O)Nc1nncs1 (configuration not stated),-9,28
CCOC(=O)c1cn(-c2ccc([N+](=O)[O-])cc2)c2cc(Cl)c([N+](=O)[O-])cc2c1=O,-8,20
O=C(NCc1ccco1)C(=O)c1cn(CC(=O)N2CCCC2)c2ccccc12,-16,23
Cc1cc(C(=O)CSc2nnc(-c3ccc(Cl)cc3)n2CC2CCCO2)c(C)n1C (configuration not stated),-29,12
CCOC(=O)CCNCC1COc2ccccc2O1 (configuration not stated),3,18
CC(C)CCN1C(Nc2ccccc2)=NC[C@@H]1C,0,3
C#CCOCCOCCOCCNc1nc(N2CCN(C(=O)Cn3cc(CCCCN)nn3)CC2)nc(N2CCN(C(=O)[C@H](CCCCN)n3cc(CCC(=O)O)nn3)CC2)n1,1,13
COCCCNC(=O)CC(C)c1ccccc1 (configuration not stated),1,6
COC(=O)Cn1cc(/C=N/NC(=O)COc2cccc3cccnc23)c2ccccc21,-31,23
CCCCCCC(=O)Nc1ccc(Br)cn1,-27,8
CC(=O)c1cccc(NC(=O)c2ccc(OC3CSC3)cc2)c1,-7,18
C=CC[C@H](CC(=O)NCCO)C(=O)NC[C@H](OC(=O)[C@@H](CC=C)Cc1ccc(F)cc1)c1ccccc1,-9,3
COc1ccc(C2C(C(C)=O)=C(O)C(=O)N2c2ccc(C)cc2)cc1 (configuration not stated),-9,9
COc1cccc(NC(=O)CCS(=O)(=O)c2ccc3c(c2)oc(=O)n3C)c1,-5,7
OCC(CO)(CO)NCc1ccc(-c2ccccc2)cc1,-17,-7
O=C(C(=O)N1CC=C(c2ccccc2)CC1)c1c[nH]c2ccccc12,-22,16
COc1ccc(Cl)cc1C(=O)N1CCN(Cc2ccc3c(c2)OCO3)CC1,-35,-6
c1ccc(-c2nc(Sc3ncnc4c3cnn4-c3ccccc3)n[nH]2)cc1,-20,14
CCOC(=O)C1=C(COC(=O)CCOc2ccccc2)NC(=O)NC1C (configuration not stated),-21,11
Cc1ccc(OCCCC(=O)Nc2nc3ccccc3[nH]2)cc1,-12,16
O=S(=O)(NN=C1CCCCCC1)c1ccccc1,-7,17
C[C@@H](O)C1NC(=O)[C@H](CCCCN)NC(=O)c2cc([N+](=O)[O-])cc(I)c2OCC[C@@H](C(N)=O)NC1=O (some centres not stated),0,38
O=C(NCCc1ccccc1)C1CCC(=O)N1C1CCCC1 (configuration not stated),-11,1
Cc1noc(COc2ccccc2OCC(N)=O)n1,4,2
CC(=O)NC(Cc1ccccc1)c1ccc2c(c1)OCCCO2 (configuration not stated),-1,8
O=C(Nc1cccc(-c2nn[nH]n2)c1)c1csc2c1CCCC2,-8,20
